HMGR II inh = inhibitors of E. faecalis class II HMGR, primary screen, biochemical, Enterococcus faecalis. inhibition, % at 10 µM. hit rate 0.41% among 190,000. AID 1066, 2008. purified E. faecalis HMGR, NADPH absorbance 340 nm kinetic. HMG-CoA reductase (Enterococcus faecalis, mvaE);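 active = inhibition above a set limit, the median over all tested compounds plus 3 SD, cut at about 9.5% in these data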;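 also: enzyme runs in reverse so mevalonate oxidation gives rising NADPH absorbance; 0% = complete reaction with DMSO and 100% = background rate lacking mevalonate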
S1P3 antag = S1P3 receptor antagonists, primary screen, cell-based; Sphingosine 1-phosphate receptor 3 (Homo sapiens), Q99500; CHO S1P3 NFAT-BLA reporter, FRET fluorescence, antagonist mode; inhibition, % at 4.98 µM; hit rate 0.27% among 170,000; AID 485, 2006;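 active = inhibition above the plate cutoff, the mean inhibition of test wells on that plate plus 3 SD, cut at about 28% in these data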;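 also: cells challenged with S1P at its EC80 of 0.8 µM; blue over green emission ratio from cleaved BLA substrate after 4 h stimulation; 0% = S1P-stimulated wells and 100% = unstimulated DMSO-only wells; some compounds past the cut are filed as inactive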
Target sequence (Q99500 whole entry, looked up): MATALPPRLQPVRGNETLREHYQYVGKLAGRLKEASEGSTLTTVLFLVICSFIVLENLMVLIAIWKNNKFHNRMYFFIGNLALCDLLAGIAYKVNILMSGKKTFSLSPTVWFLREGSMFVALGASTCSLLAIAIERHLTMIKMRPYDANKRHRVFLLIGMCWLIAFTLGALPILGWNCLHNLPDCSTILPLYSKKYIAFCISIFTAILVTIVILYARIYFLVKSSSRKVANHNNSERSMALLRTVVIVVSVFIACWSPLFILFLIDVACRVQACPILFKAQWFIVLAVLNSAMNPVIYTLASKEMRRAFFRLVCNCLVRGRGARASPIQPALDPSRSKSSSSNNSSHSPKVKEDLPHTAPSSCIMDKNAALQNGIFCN
PMI activator = activators of human PMI, primary screen, biochemical, fluorescence intensity, near-Km mannose 6-phosphate; Mannose-6-phosphate isomerase (Homo sapiens), P34949; purified human PMI, coupled resazurin fluorescence, 20 min; stronger effect = higher value; 1 = vehicle control, 0 substrate-free wells; activation factor at 20 µM; hit rate 0.005% among 190,000; AID 1214, 2008;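 active = activation factor of 2 or more at 20 µM, relative to plate controls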
PMI act hi M6P = human PMI activators, high substrate, primary screen, biochemical, fluorescence intensity, near-saturating mannose 6-phosphate | Mannose-6-phosphate isomerase (Homo sapiens), P34949 | coupled PMI enzyme assay, resazurin fluorescence, 20 min; stronger effect = higher value; 1 = untreated enzyme, 0 = substrate-free blank | activation factor at 20 µM | hit rate 0.34% among 190,000 | AID 1216, 2008;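 active = activation factor of 2 or more at 20 µM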
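Material: human phosphomannose isomerase with PGI, G6PDH, diaphorase coupling enzymes; amount: PMI at 15 ng/mL final; also added: Mannose-6-phosphate 1.0 mM (near-saturating) plus 0.22 mM NADP+; incubation: enzyme reaction with compound 20 min at room temperature; signal: resorufin fluorescence (Ex 544/Em 590 nm) from resazurin via diaphorase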
Hsp70 activator = Hsp70 transcriptional activators, primary screen, cell-based, HeLa, Hsp70 promoter luciferase, luminescence, 10 µM | HeLa Hsp70 promoter luciferase reporter; scaled: vehicle 0, proteasome-inhibitor control 100% | activation, % at 10 µM | hit rate 0.04% among 200,000;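 active = activation above the mean across all tested compounds plus 3 SD, cutoff set per campaign, cut at about 5.5% in these data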;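 also: 100% = MG132 at 30 µM as the positive control and 0% = DMSO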
DTT redox prof = compounds producing H2O2 with reducing agent – biochemical, NIH compound library profiling, artefact control for MLSCN library redox annotation, primary screen; activation, % at 10 µM; DTT-dependent redox cycling H2O2, phenol red/HRP absorbance; 100% = 100 µM peroxide control, 0% = buffer; AID 878, 2007; hit rate 0.03% among 200,000;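 active = activation of at least 50% relative to the plate's high and low controls in the primary single-dose screen; inactive = activation below 50%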;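 also: compound incubated with DTT at 0.8 mM final as the reducing agent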
TNAP inh hiacc = human TNAP enzyme inhibitors, primary screen, biochemical, luminescent, high phosphate acceptor level, uHTS. Alkaline phosphatase, tissue-nonspecific isozyme (Homo sapiens), P05186. purified TNAP, CDP-star luminescence, 1 M DEA. inhibition, % at 20 µM. hit rate 0.03% among 200,000;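 active = over 50% inhibition of tissue-nonspecific alkaline phosphatase at 20 µM in the single-dose screen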;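 also: plate controls were DMSO wells for no effect and EDTA-quenched wells as full inhibition for full effect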
Target sequence (P05186 whole entry, looked up): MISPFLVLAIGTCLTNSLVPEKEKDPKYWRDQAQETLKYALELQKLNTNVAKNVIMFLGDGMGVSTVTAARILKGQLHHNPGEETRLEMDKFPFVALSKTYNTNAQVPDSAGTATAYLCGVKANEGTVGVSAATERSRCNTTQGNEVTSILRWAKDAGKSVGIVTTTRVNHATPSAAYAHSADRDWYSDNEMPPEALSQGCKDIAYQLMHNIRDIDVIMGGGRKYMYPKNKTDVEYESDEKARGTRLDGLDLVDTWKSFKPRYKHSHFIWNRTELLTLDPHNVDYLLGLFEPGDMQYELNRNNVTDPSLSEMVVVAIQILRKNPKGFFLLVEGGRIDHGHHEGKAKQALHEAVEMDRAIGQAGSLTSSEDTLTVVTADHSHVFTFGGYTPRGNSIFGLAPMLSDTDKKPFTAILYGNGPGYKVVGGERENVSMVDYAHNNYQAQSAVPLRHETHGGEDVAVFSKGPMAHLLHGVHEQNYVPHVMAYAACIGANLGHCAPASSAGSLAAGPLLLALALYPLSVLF
TNAP inh no acc = human TNAP enzyme inhibitors, primary screen, biochemical, luminescent, no phosphate acceptor, uHTS; purified TNAP, CDP-star luminescence, 30 min; inhibition, % at 20 µM; hit rate 0.26% among 200,000; AID 1012, 2008;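 active = tissue-nonspecific alkaline phosphatase inhibition above about 50% at 20 µM in the single-dose screen, limit read from the data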;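 also: 0% = DMSO negative control and 100% = EDTA positive control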
Lmaj promast = Leishmania major promastigote growth inhibition, primary screen; hit rate 9% among 200,000; inhibition, % at 10 µM; Leishmania major promastigotes, resazurin fluorescence viability; in the data active = inhibition above about 50%;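 also: promastigotes grown with compound for 44 hours at 28 °C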
RAM inhibit = inhibitors of the yeast RAM network, primary screen, dse1pr::URA3 reporter, 5-FOA selection; hit rate 1.8% among 190,000; inhibition, % at 50 µM; S. cerevisiae dse1pr::URA3 reporter, 5-FOA growth OD615, 2 d; analog-sensitive cbk1-as2 kinase mutant strain;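 active = inhibition above a set limit, 3 SD over mean compound inhibition, cut at about 8.4% in these data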;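 also: 0% = DMSO-only wells with no growth and 100% = 10 µM 1-NA-PP1 full growth; inhibition rescues growth on 5-FOA so higher OD means more RAM inhibition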
The depositor's hits bear a star; x = no result given. Hits appear at their usual frequency; 12% or so of the library scored in one or more.

SMILES	HMGR II inh	S1P3 antag	PMI activator	PMI act hi M6P	Hsp70 activator	DTT redox prof	TNAP inh hiacc	TNAP inh no acc	Lmaj promast	RAM inhibit
Cc1oc(-c2ccccc2)cc1C(=O)Nc1cccc(/C=C/C(=O)O)c1	1	1	1	1	-0.2	-0.9	-7	-8	-6	4.9
COc1ccc(-c2nc3ccccc3c(=O)o2)cc1OC	-1	x	1	1.1	-0.1	1.9	-2	-10	-1	0.0
COC(=O)[C@@H](NC(=O)Nc1cccc(OC)c1)C(C)C	-5	x	1	1	-0.1	2.4	-6	-9	-5	0.7
Cn1c(=O)c2nc(NCc3ccccc3)cnc2n(C)c1=O	0	28	1	1	0.0	2.5	-7	-21	1	0.9
CC(=O)Nc1ccc(S(=O)(=O)c2ccc(N)cc2)cc1N	0	-10	1	1	-0.2	-1.7	-8	-9	-5	0.3
Cc1cc(C)c2sc(N(CCCN(C)C)C(=O)COc3ccc(Cl)cc3)nc2c1	-6	-6	0.5	0.9	-0.4	-1.2	-4	-10	23	2.0
Cc1nc(SCC(=O)OCc2ccccc2)c(C#N)c(-c2ccccc2)c1C(=O)Nc1ccccc1	0	x	1	0.9	-0.3	2.0	-7	-13	4	7.9
COc1cc(OC)cc(C(=O)Nc2ccccc2-c2nnn(CC(N)=O)n2)c1	-6	9	0.9	0.9	-0.3	-0.5	-9	-7	2	2.0
CCCCOC(=O)Nc1ccc(S(=O)(=O)Nc2ncccn2)cc1	3	-4	1.1	1	-0.1	0.4	0	-7	-1	3.2
CCN(CC)S(=O)(=O)c1cc(NC(=O)CSc2nccn2C)ccc1C	-7	-7	0.9	1	-0.2	-1.7	2	-7	7	3.6
COc1ccc(/C=C/C(=O)C2(O)CCCCC2)cc1OC	-8	8	0.9	0.9	-0.2	-1.5	-1	2	41	0.9
Nc1ccccc1Nc1ccncc1[N+](=O)[O-]	1	x	1	1	-0.1	-2.3	-4	-8	-7	0.7
CCOCCCNC(=O)C(NC(=O)c1ccc(=O)[nH]c1)c1ccc(C)cc1 (stereo unspecified)	-1	x	1.1	1	-0.4	-1.4	-5	1	-7	0.3
CCC(=O)NCCSc1c[nH]c2ccccc12	4	-35	1	0.9	0.0	-0.6	1	-6	-8	2.3
COC(=O)c1cnn(C(=O)c2ccccc2Br)c1N	0	x	1	1	-0.3	2.3	-1	-8	0	0.7
COc1ccccc1C(c1nnnn1CC1CCCO1)N1CCC(C(N)=O)CC1 (stereo unspecified)	-3	x	1.3	1.3	-0.3	0.4	-3	-17	-3	0.0
Cn1nnc2cc(NC(=O)N3CC4(C)CC3CC(C)(C)C4)ccc21 (stereo unspecified)	1	6	0.8	0.8	-0.4	3.7	-3	-11	-5	0.7
CCc1ccc(-n2c(C)cc(/C=N/NC(=O)OC)c2C)cc1	-4	2	1	1	0.1	-0.5	1	-5	46	0.9
CCOC(=O)N1CCN(C(=O)Cn2nc(C)c3sc4ccccc4c3c2=O)CC1	1	-9	1.1	1.1	-0.4	-1.7	4	12	0	-0.8
Cc1c(-c2cccs2)[n+](=O)c2c(n1[O-])CCCC2	-8	x	1	1	0.2	-2.6	0	-6	-6	1.5
CC(=O)N1N=C(c2ccccc2)OC1c1cccnc1 (stereo unspecified)	-2	2	1	1	2.2	-0.5	-4	-4	-3	0.5
O=c1cc2[nH]c3ccccc3c(=O)n2nc1-c1ccccc1	3	x	0.4	0.6	1.6	-0.5	-1	-4	12	0.5
COc1ccc(C(C(=O)NC2CCCCC2)N(C(=O)CCl)c2ccc(OC)cc2)cc1 (stereo unspecified)	-5	-8	1	1.1	0.0	2.8	-8	-39	93*	2.6
Clc1cccc(CSc2nnc(-c3c[nH]c4ccccc34)o2)c1	-1	x	0.8	0.8	-0.2	1.7	-11	-2	5	10*
Cc1ccccc1NC(=O)c1c(F)c(F)c(F)c(F)c1F	1	-4	0.9	0.9	-0.4	1.3	-4	-12	2	-1.1
CC(C)(C)n1nnnc1C(c1cccc(C#N)c1)N1CCN2CCCC2C1 (stereo unspecified)	-7	-28	0.9	1	-0.1	-6.7	2	-6	-6	0.5
Cc1nnc(SCC(=O)Nc2sccc2C#N)n1Cc1ccccc1	-4	x	1	0.9	-0.1	0.1	-4	-10	-2	2.9
CC1CN(S(=O)(=O)c2ccc(C(=O)NN3CCN(C)CC3)cc2)CC(C)O1 (stereo unspecified)	2	-8	1	1	-0.1	-0.3	-1	-2	-5	3.1
CCOP(=O)(c1ccc(N(C)C)cc1)C(O)c1cc(OC)c(OC)c(OC)c1 (stereo unspecified)	-1	-39	0.9	0.9	0.0	2.5	-3	-10	-1	1.5
Cc1ccc2c(c1C)NC(C(=O)O)C1CC=CC21 (stereo unspecified)	4	-10	1.3	1.7	x	x	7	4	x	2.1
O=C(CSc1nnc(Cc2cc(=O)[nH]c(=O)[nH]2)n1-c1ccccc1)N1CCCc2ccccc21	-2	-62	1.1	1	-0.1	0.3	6	12	-2	8.6*
COc1ccc(-c2cc(C(F)F)n3ncc(C(=O)N4CCN(C(=O)c5ccco5)CC4)c3n2)cc1	-3	-4	0.9	0.9	-0.3	-1.1	0	-7	10	1.6
CCOC(=O)c1ccc2nc(C)cc(Nc3cccc(C(=O)O)c3)c2c1	-5	-5	1	0.9	0.2	0.5	-2	0	-6	3.9
Cc1occc1C(=O)NCc1cccc(CNC(=O)c2ccoc2C)c1	0	5	1.1	1.1	0.3	0.6	-4	-3	-5	1.5
CCCn1c(SCC(=O)NC(C)c2ccccc2)n[nH]c1=O (stereo unspecified)	-2	-22	1	1	-0.2	-0.6	-4	-12	-6	3.1
CCOC(=O)Cn1c2ccccc2c2nc(C)sc21	4	-9	1.1	0.9	-0.1	0.2	-1	-8	-1	-0.8
O=C(NC1CCCCCC1)c1ccc(CN2CCOCC2)cc1	0	x	1	0.9	-0.1	-0.5	0	-5	59*	1.4
CCOc1ccccc1Oc1coc2cc(OCC(=O)O)ccc2c1=O	-3	10	1	1	-0.3	-0.6	-4	-7	-1	0.5
COc1ccc(S(=O)(=O)N2CCCCCC2)cc1N	-2	4	1.1	1	0.3	-1.2	1	-9	-13	1.5
COc1cc(/C=N/NC(=O)c2cccc(NC(=O)c3ccccc3Cl)c2)ccc1O	0	-1	0.9	1	-0.1	-0.6	-2	-15	44	-0.5
CC(=O)NC1C(Oc2ccc(C=O)cc2)OC(COC(C)=O)C(OC(C)=O)C1OC(C)=O (stereo unspecified)	-1	-1	1	0.9	-0.2	-0.1	-4	-3	-1	1.1
Cn1c(CCNC(=O)C2CCCCC2)nc2cc(NC(=O)c3cccs3)ccc21	1	-2	0.9	1	-0.2	-0.9	-4	-5	-7	-0.4
Clc1ccc(-n2cccc2/C=N/n2cnnc2)cc1	-1	x	1	1	-0.3	0.0	-10	-22	2	2.1
O=C(O)/C=C\C(=O)Nc1ccc(N2CCN(c3cccc(Cl)c3)CC2)cc1	-7	-6	1	0.9	-0.4	0.2	-5	-12	0	6.6
Cc1cc(C(=O)NCC2COc3ccccc3O2)c2ccccc2n1 (stereo unspecified)	-3	-2	1	1	-0.3	-0.1	-2	1	-8	0.3
CCOc1ccc(-n2c(Cc3cc(=O)[nH]c(=O)[nH]3)nnc2SC(C)C)cc1	4	-52	0.9	0.9	-0.1	-0.1	-5	-8	-9	5.5
CC(=O)N(Cc1c(C)nn(-c2ccccc2)c1Cl)c1ccc(Cl)cc1	0	x	1	0.9	-0.4	1.0	-2	-6	17	2.1
CCOc1ccccc1CN1CCN(Cc2csc(C(C)=O)c2)CC1CCO (stereo unspecified)	-2	-5	1	1	0.3	-0.9	-2	-3	73*	1.2
COc1cc(/C=C/c2ccc3cccc(OC)c3n2)c(O)c([N+](=O)[O-])c1	3	-3	1.1	0.9	0.2	0.9	39	34	39	0.4
CCN(CC)S(=O)(=O)c1cc(C(=O)N2CCc3ccccc32)ccc1Cl	-3	x	1	1	-0.4	0.2	1	-7	75*	2.1
COc1ccccc1C(=O)NNC(=O)c1ccccc1[N+](=O)[O-]	-1	-6	1	0.9	0.0	-0.6	1	-1	49	1.9
CC(C)CNC(=O)CCCc1ccccc1	-10	x	1.1	1.1	0.1	0.4	-3	-8	-6	0.9
CCN(CC(=O)Nc1ccc2c(c1)OCCO2)Cc1cc(=O)oc2cc(C)c(C)cc12	0	14	1	1.1	0.0	1.0	-1	-11	22	1.2
COc1ccc(C2(O)CC3CCC(C2)N3c2nc(C)cc(C)c2C#N)cc1 (stereo unspecified)	3	12	0.8	0.8	-0.3	-1.1	-3	-12	10	4.4
COC(=O)c1cn(NC(=O)Cc2cccc(C(F)(F)F)c2)c(=O)c2ccccc12	1	4	1	1	-0.2	-0.9	-3	-12	-3	3.7
CCCCn1c2nc3ccccc3nc2c2c(=O)n(-c3ccccc3)cnc21	-4	-20	0.9	0.8	0.0	-0.6	-2	-4	15	5.9
COc1cc(C(=O)NC(=S)Nc2ccc(N3CCCC3)cc2)cc(OC)c1OC	-2	-10	0.7	0.9	-0.2	0.0	2	4	8	1.0
Cc1cc(NC(=O)COc2ccccc2)n(-c2ccccc2)n1	-2	2	1	1	-0.3	-0.5	-2	-6	5	1.9
O=C(c1cccs1)N1CCN(S(=O)(=O)c2ccc(F)cc2)CC1	-7	-8	0.9	0.8	-0.3	-0.2	-5	-6	2	1.4
CCOc1ccc(N(CC(=O)Nc2ccccc2C(=O)NC(C)CC)S(C)(=O)=O)cc1 (stereo unspecified)	-2	-16	1	1.1	-0.2	0.0	-6	-8	3	-0.4

Looked up by structure from above, two records:
SMILES	HMGR II inh	S1P3 antag	PMI activator	PMI act hi M6P	Hsp70 activator	DTT redox prof	TNAP inh hiacc	TNAP inh no acc	Lmaj promast	RAM inhibit
COC(=O)c1cn(NC(=O)Cc2cccc(C(F)(F)F)c2)c(=O)c2ccccc12	1	4	1	1	-0.2	-0.9	-3	-12	-3	3.7
CCOc1ccc(-n2c(Cc3cc(=O)[nH]c(=O)[nH]3)nnc2SC(C)C)cc1	4	-52	0.9	0.9	-0.1	-0.1	-5	-8	-9	5.5
